NPC1 promoter act = activators of NPC1 promoter; Huh7 NPC1 promoter luciferase reporter, 24 h; Potency, µM (doses to about 9.22 µM), inactives show at the highest dose activation, hits mostly activators; hit rate 2.4% among 320,000; AID 485313;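 note: % of control where 0% means no effect; nearly all actives have a fitted effect of over 60% in size; reporter is driven by a mutant NPC1 promoter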
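Cells: Huh7 expressing luciferase under the NPC1 promoter, 1500/well. Seeded 2 h, compound added, incubated 24 h at 37 °C. Luciferase reagent, 10 min ambient, then luminescence.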
MBNL1-CUG inh = inhibitors of human MBNL1 binding to CUG repeat RNA; hit rate 0.036% among 280,000; TR-FRET MBNL1-His/biotin-(CUG)12 binding, 665/545 ratio; Q9NR56; Potency, µM (doses to about 57.5 µM), without a hit: top-dose activity change, negative = inhibition, actives largely listed as inhibitors; active = well fitted inhibition curve with a large enough effect in the signal ratio, with a control signal flat, not every such curve was filed as active; inconclusive = small, poorly fitted or top-dose-only effect, or effect the other way, or a change in a side signal; inactive = no such curve, though single readings can be large or run the other way; the % refers to the signal ratio; note: % is set by controls: 0 for no effect and ±100 for the full control effect
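Compounds (final 92 nM to 58 uM) are added to His-tagged MBNL1 and biotin-(CUG)12, then terbium anti-His antibody and streptavidin-XL665 (5 nM final). After 60 min at room temperature, the 665/545 nm ratio is read.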
Gal4-VP16 FLuc = counter-screen for ROR gamma inhibitors: Gal4-VP16 reporter. Potency, µM (top dose mostly 53.6 µM), without a hit: at the top dose activity, negative = inhibition, most hits filed as inhibitors. Drosophila S2 Gal4-VP16 UAS-luciferase, luminescence, 20 h. hit rate 3.5% among 310,000;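 note: Gal4-VP16 expression switched on by copper sulfate through the metallothionein promoter; % is set by controls: 0 for no effect and ±100 for the full control effect; nearly all actives have a fitted effect of over 50% in size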
ELG1 genotox = induces genotoxicity in HEK293T cells with luciferase-tagged ELG1; HEK293T ELG1-luciferase reporter, luminescence, 16 h; Potency, µM (doses to about 46 µM), inactives show at the top dose activity change, positive = activation, most hits filed as activators; hit rate 1.3% among 330,000; AID 504466; note: % of control where 0% means no effect; nearly all actives have a fitted effect of over 60% in size
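After overnight (16 hr) compound treatment at 37 °C, ELG1-luciferase HEK293T cells were lysed with ONE-Glo; luminescence quantified 30 min later at room temperature.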
uPA surface inh = cell surface uPA generation inhibition | hit rate 0.31% among 330,000 | cell surface uPA generation assay, qHTS | Potency, µM (top dose mostly 38.3 µM), without a hit: at the top dose activity change, negative = inhibition, most hits filed as inhibitors; active = well fitted inhibition curve with a large enough effect; inconclusive = small, poorly fitted or top-dose-only effect; inactive = no such curve, though single readings can be large or run the other way; tested in mouse RAW 264.7 cells; note: % is set by controls: 0 for no effect and ±100 for the full control effect; nearly all actives have a fitted effect of over 55% in size
p53 reactivator = mutant p53 re-activation in reporter cells; H1299 p53-A138V BP100-luciferase reporter, luminescence, 24 h; Potency, µM (titrated, usually from 92.2 µM), for the others: at the top dose activity change, positive = activation, most hits filed as activators; hit rate 0.063% among 320,000; note: % of control where 0% means no effect; nearly all actives have a fitted effect of over 45% in size
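H1299 (p53-null), stable ts p53-A138V + BP100-Luc; 1000 cells/well, Opti-MEM/10% FBS; cpd 4 pt, 1:5; 24 h, 37 deg C, 5% CO2; detection reagent 10 min RT; luminescence.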
BRCA1 expr act = increases BRCA1 expression; hit rate 1.1% among 380,000; Potency, µM (series often up to 46.1 µM), inactives show at the top dose activation, most hits filed as activators; MCF7-BRCA1-FFLuc reporter, luminescence, 48 h; response scale: scaled: vehicle 0%, 10 µM genistein 100%; AID 624202; note: nearly all actives have a fitted effect of over 80% in size; some results filed as inactive show a strong effect at the top dose
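MCF7 cells carrying a BRCA1-firefly luciferase reporter (2000 cells/well, phenol-red free MEM) were attached for 2 h at 37 °C, then given compounds for 48 h. Luminescence was read 15 min after luciferase reagent; activity normalized to genistein (10 microM) and DMSO.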
RORgamma inh = blocks mouse ROR gamma transcriptional activity; Potency, µM (highest dose often 53.6 µM), for inactives: at the top dose activity change, negative = inhibition, most hits filed as inhibitors; Drosophila S2 Gal4-RORgamma UAS-luciferase reporter, 20 h; hit rate 5.4% among 310,000; note: % is set by controls: 0 for no effect and ±100 for the full control effect; nearly all actives have a fitted effect of over 60% in size
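Stably transfected Drosophila Schneider cells are the test system, with ROR gamma fused to Gal4 and luciferase under UAS control; luminescence is read after 20 hr of 700 uM copper sulfate induction at ambient temperature.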
FLuc counter = inhibits or activates purified firefly luciferase, miR-21 counter-screen | P08659 | purified FLuc, Km substrates, luminescence inhibition | Potency, µM (doses to about 57.5 µM), for inactives: top-dose activity change, negative = inhibition, most hits filed as inhibitors | hit rate 6.9% among 360,000 | AID 588342;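 note: plate controls were vehicle for no effect and reference inhibitor for full effect; nearly all actives have a fitted effect of over 55% in size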
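Purified P. pyralis luciferase (10nM final) with 10uM D-luciferin and 10uM ATP (Km levels) in 50mM Tris acetate pH 7.5, 10mM Mg acetate, 0.01% Tween-20, 0.05% BSA; qHTS 6-point titration, ~60 µM downward; luminescence read.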
CXXC DNA block = MLL CXXC-DNA interaction inhibition. Q03164. MLL-CXXC / FITC-HOXA9 DNA fluorescence polarization. Potency, µM (doses to about 115 µM), without a hit: at the highest dose activity change, negative = inhibition, actives largely listed as inhibitors. hit rate 0.037% among 290,000. AID 2662; active = well fitted inhibition curve with a large enough effect in the polarisation, with a control signal flat, not every such curve was filed as active; inconclusive = small, poorly fitted or top-dose-only effect, or effect the other way, or a change in a side signal; inactive = no such curve, though single readings can be large or run the other way; the % refers to the polarisation
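Purified MLL-CXXC (added from a 7 uM solution) was preincubated 5 min at ambient with pinned compounds in 50 mM Tris-HCl pH 7.5, 50 mM NaCl, 1 mM DTT, 0.05% BSA. Fluorescein-labeled HOX-A9 DNA (50 nM solution) followed, 30 min, then polarization read.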
Rab9 promoter act = Rab9 promoter activation; Huh7 Rab9 promoter-luciferase reporter, luminescence, 24 h; Potency, µM (doses to about 9.22 µM), for the others: top-dose activation, negative = inhibition, hits mostly activators; hit rate 2.8% among 320,000; note: % of control where 0% means no effect; nearly all actives have a fitted effect of over 60% in size
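Stable Rab9-luc Huh7, 1500 cells/well, 2 h settle; cmpd in DMSO, 24 h, 37 °C/5% CO2; luciferase reagent 10 min RT; luminescence.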
Active calls of the source: *; ? = inconclusive; · = not tested or not shown; & = joins results of further samples; [ ] = remark or other dose. Unless noted, calls come from the whole dose curve; as a rule, active = well fitted curve in the direction sought with a large enough effect; inconclusive = small, poorly fitted or top-dose-only effect, or another doubt; inactive = no such curve, though single readings can be large; an effect the other way counts as inactive or inconclusive. Potency is the fitted concentration of half-maximal effect. These rows are one share of the data (hit frequency here may not be typical).

Every second line gives: ELG1 genotox | NPC1 promoter act | uPA surface inh | FLuc counter | BRCA1 expr act | CXXC DNA block | RORgamma inh | p53 reactivator | Rab9 promoter act | MBNL1-CUG inh | Gal4-VP16 FLuc
COc1ccc(-c2nnc3ccc(SCC(=O)N4CCCCC4)nn23)cc1OC
  -5.2% | 1.7% | -0.1% | -2.1% | 3.6% | 0.9% | -17.5% | 9.7% | 0.0% | 2.4% | 3.9%
CC(=O)c1ccc(N2CCN(C(=O)CCN3C(=S)NC(C)(C)CC3C)CC2)cc1 (configuration not stated)
  1.4% | 2.3% | -0.4% | -1.2% | -1.4% | -2.1% | ? | -4.5% | 6.5% | -1.4% | 22.7%
CCOC(=O)C1C(=O)C=C(c2ccc(Br)cc2)CC1c1ccco1 (configuration not stated)
  -4.9% | -4.1% | -5.5% | ? | -28.5% | -0.5% | 40.1% | -2.0% | 4.0% | 26.9% | 0.0%
CCCOc1ccc(C(=O)OCC(=O)c2c(N)n(C)c(=O)n(C)c2=O)cc1OCC
  3.7% | -5.0% | 6.1% | 0.3% | 18.1% | 3.8% | -1.4% | 1.9% | -5.8% | ? | 3.2%
O=S(=O)(c1ccccc1)N1CCN(c2nc(-c3cccnc3)nc3ccccc23)CC1
  -3.1% | 0.2% | 6.4% | 1.5% | -24.6% | · | · | 1.8% | -2.3% | · | ·
COc1ccc(CC(=O)Oc2ccccc2C)cc1S(=O)(=O)N1CCOCC1
  -1.5% | -5.5% | -9.8% | -1.8% | -3.8% | · | · | -3.8% | 0.3% | · | ·
Cc1cccc(NC(=O)CCc2ccc(S(=O)(=O)NC3CCCCC3)cc2)c1
  -9.5% | -0.2% | -2.2% | 0.3% | 25.7% | 14.2% | 22.9% | 1.1% | -3.2% | 2.0% | 5.9%
COc1ccc(C(=O)/C=C/Nc2cc(C)ccn2)cc1
  ? | 0.398µM* | -12.7% | 0.477µM* | 19.8% | 3.5% | 0.199µM* | 7.6% | 0.316µM* | ? | ?
Cc1cccc(C)c1N=C1SC(CC(=O)Nc2c(C)cccc2C)C(=O)N1CCc1ccccn1 (configuration not stated)
  -0.2% | -1.2% | -2.9% | 0.0% | -34.1% | 9.6% | ? | -3.3% | -5.0% | -5.0% | -7.5%
CCOCCCNC(=O)c1cc(Sc2ccc(F)cc2)nc2ccccc12
  -9.8% | 0.2% | -2.5% | -0.7% | -56.1% | 12.3% | ? | -2.4% | 0.2% | · | -3.4%
COc1ccc(C)cc1Nc1nc(N)c2cc(OC)c(OC)cc2n1
  15.5% | 2.2% | -13.0% | ? | -16.4% | 21.5% | ? | 4.4% | -0.8% | -10.8% | ?
CCN1C(=O)c2n[nH]c(C(=O)OC)c2C1=O
  -0.4% | -0.6% | 0.4% | 2.7% | -8.8% | 0.3% | 28.6% | -6.8% | -2.8% | -9.4% | -8.9%
O=C1CN(C(=O)COC(=O)COc2ccc3c(c2)CCC3)c2ccccc2N1
  1.8% | -1.7% | -2.8% | ? | 0.0% | 6.1% | -17.7% | 0.6% | -7.1% | 1.4% | 0.7%
CCN1CCN(C2=NC(=O)/C(=C/c3ccc(C)o3)S2)CC1
  -2.0% | -4.1% | · | ? | 10.0% | 0.5% | 1.3% | 6.4% | -1.8% | ? | 4.5%
CCc1ccc(NS(=O)(=O)c2c(C(=O)N3CCOCC3)c(C)n(C)c2C)cc1
  -0.5%[9.26 µM] | -2.2% | -3.3% | -1.0% | 6.6% | 0.9% | -17.8% | 4.1% | -1.6% | -0.9% | -6.7%
O=C(O)c1ccc(/C=C/c2ccc3cccc(O)c3n2)cc1
  ? | 3.55µM* | 6.5% | 2.39µM* | ? | -0.7% | 2.82µM* | ? | 3.55µM* | ? | 0.562µM*
CCOC(=O)N1CCc2c(sc3c2c(=O)n(Cc2ccccc2)c(=O)n3Cc2cccc(C)c2)C1
  -3.0% | -6.0% | 15.6% | 5.3%&-19.5% | -6.0% | 18.2% | ? | -3.9% | -2.5% | -8.0% | -19.8%
COc1cc(NC(=O)C2CCCN(S(=O)(=O)c3cnc[nH]3)C2)cc(OC)c1 (configuration not stated)
  0.4% | -3.1% | 1.7% | 3.1% | 0.0% | -16.9% | -34.6% | 2.8% | 4.5% | -7.1% | 4.3%
CCC(CC)NC(=O)CSc1nnc(-c2ccc(OC)cc2)n1C(C)C
  · | · | 3.9% | -0.5% | -15.9% | -4.0% | 0.1% | · | · | 9.4% | 12.5%
Cc1c(OCC(=O)OC(C)C)ccc2c3c(c(=O)oc12)CCC3
  -4.3% | 0.8% | 3.1% | 1.9% | 0.0% | -5.7% | -19.0% | -4.5% | -3.7% | -3.9% | 0.3%

New compounds follow:
Every second line gives: ELG1 genotox | NPC1 promoter act | uPA surface inh | FLuc counter | BRCA1 expr act | CXXC DNA block | RORgamma inh | p53 reactivator | Rab9 promoter act | MBNL1-CUG inh | Gal4-VP16 FLuc
Cc1[nH]c2ccccc2c1C1(O)C(=O)N(C(C)C)c2ccccc21 (configuration not stated)
  -1.4% | 0.8% | -1.9% | -0.2% | 6.5%[1.84 µM] | -7.1% | -17.5% | -3.0% | -0.2% | 10.8% | 0.4%
O=C(CSc1nc(-c2ccccc2)nc2c1Cc1ccccc1O2)Nc1ccccc1
  1.7% | -5.0% | · | -0.8% | · | -0.8% | -8.9% | 5.8% | 1.2% | -9.1% | 6.9%
CCS(=O)(=O)c1ccc2c(c1)N(S(C)(=O)=O)CC(C(=O)NC1CC1)O2 (configuration not stated)
  2.3% | -3.4% | -2.8% | 2.9% | 15.3% | -0.3% | 6.2% | 7.0% | -2.4% | -8.5% | 1.6%
Cc1cc(C)c(C(=O)c2ccc(C(=O)NC(C)(C)C)cc2)c(C)c1
  -1.8% | 2.3% | · | 0.5% | -7.8% | -6.2% | -1.8% | 6.0% | -5.5% | -2.2% | -0.5%
NC(=S)Nc1cccc2cc3ccccc3cc12
  -3.6% | -3.2% | -4.7% | ? | -2.9% | 4.9% | 12.6µM* | ? | 1.2% | ? | -82.5%
COC(=O)c1scc(S(=O)(=O)c2ccccc2)c1N
  0.2% | 0.0% | 1.6% | -7.2% | 25.2% | 4.9% | 1.6% | 7.6% | 2.5% | -2.1% | -16.2%
O=C(OCc1cn(-c2ccc(Cl)c(Cl)c2)nn1)c1ccccc1Cl
  2.1% | 0.7% | · | ? | 0.1% | 0.8% | 10.6% | 1.1% | -2.2% | 26.3% | -10.6%
N#Cc1ccc(NC(=O)c2nc(-c3ccccc3)n(-c3ccccc3)n2)cc1
  8.4% | 4.3% | 4.9% | -0.6% | -47.7% | 27.0% | ? | 0.2% | 3.8% | -6.7% | 3.7%
O=C(Cn1cnc2scc(-c3ccc(Cl)cc3)c2c1=O)N1CCOCC1
  -0.8% | -0.3% | 0.4% | 6.4% | 12.8% | 7.2% | 32.5% | -6.3% | 1.1% | -7.5% | -1.3%
CCN(C(=O)COC(=O)c1ccc(OC)c(S(=O)(=O)N2CCCc3ccccc32)c1)C1CCS(=O)(=O)C1 (configuration not stated)
  -0.3% | -4.3% | ? | -0.4% | 0.0% | 2.0% | 15.0% | 2.7% | 11.0% | -0.6% | 1.8%
CCN1/C(=C2/SC(=S)N(NC(C)=O)C2=O)Sc2ccc(Cl)cc21
  -7.3% | -1.1% | -15.7% | 0.1% | -21.3% | 23.5% | 0.3%[1.91 µM] | 4.4% | -2.1% | ? | 4.9%
Cc1ccc(C)c(SCC(=O)Nc2nnc(-c3ccccc3)o2)c1
  -7.7% | -0.7% | 2.9% | -1.3% | 0.1% | 8.0% | 2µM* | -2.5% | -0.8% | 1.2% | 5.01µM*
CC/C=C(\NC(C)=O)c1ccccc1
  3.4% | -4.2% | -1.3% | -7.8% | -1.0% | · | · | -7.3% | 1.4% | · | ·
CC(=O)N1C(C(=O)O)Cc2c([nH]c3ccccc23)C1(C)C (configuration not stated)
  -0.4% | -4.3% | -2.8% | 1.8% | -14.0% | -19.4% | -3.4% | -3.2% | 1.3% | -3.0% | -0.1%
O=C1CSCC(=O)N1c1ncc(C(F)(F)F)cc1Cl
  -0.6% | -6.0% | 6.0% | 0.4% | -7.1% | 0.0% | 17.3% | 1.4% | -1.7% | -1.2% | -6.5%
Cc1ccc(N(CCO)C(=S)Nc2ccccc2)cc1
  2.6% | 2.4% | -3.3% | 6.2% | -23.8% | 1.9% | -10.1% | · | 0.1% | 1.5% | -6.7%
Cn1c(=O)oc2cc(S(=O)(=O)Nc3cccc(F)c3)ccc21
  7.5% | -2.8% | 6.0% | 7.5% | 7.1% | -1.5% | ? | -2.2% | 2.2% | -10.7% | -4.2%
